Compound activity as filed in PubChem BioAssay.
ROMK primary: modulates human ROMK potassium channel activity; B-score at 10 µM; P48048; Tet-inducible ROMK, thallium flux fluorescence; actives lie on both sides; AID 1918; hit rate 2% among 130,000;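 active means signal ratio slope over the read window, or its plate-corrected B-score, at least 3 SD from the plate mean, either direction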;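 further: B-score of the F/F0 ratio slope over 7 to 12 s after thallium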
Target sequence (P48048 whole entry, looked up): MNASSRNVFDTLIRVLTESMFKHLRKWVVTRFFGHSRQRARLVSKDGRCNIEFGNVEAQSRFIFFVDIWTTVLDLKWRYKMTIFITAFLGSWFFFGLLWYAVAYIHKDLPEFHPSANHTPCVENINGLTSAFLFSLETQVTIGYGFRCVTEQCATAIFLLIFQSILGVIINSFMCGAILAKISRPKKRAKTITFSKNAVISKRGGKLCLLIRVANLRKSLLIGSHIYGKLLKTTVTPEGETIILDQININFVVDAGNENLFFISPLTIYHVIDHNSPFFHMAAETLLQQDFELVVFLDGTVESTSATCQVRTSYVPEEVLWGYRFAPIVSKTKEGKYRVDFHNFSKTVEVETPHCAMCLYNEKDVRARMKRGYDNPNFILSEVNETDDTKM
PPARg SRC-2 ag: PPARgamma-driven SRC-2 recruitment agonism. PPARgamma LBD-SRC-2 recruitment, biochemical. P37231. hit rate 0.34% among 200,000. AID 1032. activation, % at 8 µM; in the data active means activation above about 22%;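 further: 0% = vehicle and 100% = reference agonist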
Target sequence (P37231 whole entry, looked up, the tested form may be a part): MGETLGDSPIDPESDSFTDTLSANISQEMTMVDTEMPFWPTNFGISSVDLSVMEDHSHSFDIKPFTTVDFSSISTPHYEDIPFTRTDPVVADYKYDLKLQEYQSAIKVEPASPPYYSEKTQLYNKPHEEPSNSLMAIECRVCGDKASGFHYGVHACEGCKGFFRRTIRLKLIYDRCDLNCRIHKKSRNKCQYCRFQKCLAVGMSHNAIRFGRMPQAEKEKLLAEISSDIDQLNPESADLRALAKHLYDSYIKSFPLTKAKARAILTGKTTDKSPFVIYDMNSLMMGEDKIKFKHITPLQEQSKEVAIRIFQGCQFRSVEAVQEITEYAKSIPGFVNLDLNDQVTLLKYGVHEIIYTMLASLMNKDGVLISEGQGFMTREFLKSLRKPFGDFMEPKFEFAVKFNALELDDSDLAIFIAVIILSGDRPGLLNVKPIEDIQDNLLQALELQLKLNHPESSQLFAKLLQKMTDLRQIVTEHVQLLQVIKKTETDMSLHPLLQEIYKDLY
bIAP inh: blocks bovine intestinal alkaline phosphatase activity | AID 1019 | inhibition, % at 20 µM | 190,000 tested, under 10 active | purified bovine IAP, CDP-star luminescence, 30 min;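 active means over 50% inhibition of intestinal alkaline phosphatase at 20 µM in the single-dose screen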
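Assay system – bovine IAP enzyme · Quantity – bovine IAP at 1/65,000,000 final dilution · Detection – CDP-star luminescence signal · Times – 30 min reaction at room temperature · Also added – CDP-star substrate at 30 µM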
STAT3 activator: increases IL-6 driven STAT3 reporter signal. U3A cells, IL-6 STAT3-luciferase reporter, luminescence; 100% = signal with IL-6 EC80 alone. activation (% of control), % at 5.6 µM. hit rate 0.91% among 190,000. AID 871;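 active means activation above the screen-wide mean of compound activation plus 3 SD, cut at about 130% in these data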;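 further: 0% = background luminescence of wells with medium and substrate only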
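Test system: human U3A cells carrying STAT3-luciferase construct; control set: IL-6-only wells as 100% reference; timing: compound pre-incubation 1 h before IL-6, then 6 h stimulation at 37 °C; also added: IL-6 stimulus at 33 ng/mL final; evaluation: % activation versus median of IL-6-stimulated wells; detection: reporter luminescence signal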
STAT3 inh: STAT3 signaling inhibition; U3A cells, IL-6 STAT3-luciferase reporter, luminescence; host cell line lacks STAT1; inhibition, % at 5.5 µM; hit rate 0.89% among 190,000; AID 862;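 active means inhibition above the mean inhibition across all screened compounds plus 3 SD, cut at about 44% in these data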;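 further: 0% = DMSO only wells and 100% = 100 µM nifuroxazide control wells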
STAT1 blocker: STAT1 signaling inhibition; inhibition, % at 5.5 µM; hit rate 0.35% among 200,000; AID 920; NIH 3T3 STAT1-luciferase reporter, IFN-gamma, luminescence;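 active means inhibition above a set limit, the mean inhibition across all tested compounds plus 3 SD, cut at about 34% in these data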;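 further: 0% = IFN-gamma with DMSO and 100% = IFN-gamma with 300 µM nifuroxazide; values of inactives mirror those of a sister screen read the other way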
SRC2 TRFRET art: flags TR-FRET format artefacts in PPARgamma SRC-2 recruitment agonist screen; TR-FRET artefact counter-screen; stronger effect = higher value; TR-FRET ratio at 8 µM; hit rate 0.4% among 200,000; AID 1049; in the data active means TR-FRET ratio above about 2000; further: inactives centre near 1500
bIAP activator: increases bovine intestinal alkaline phosphatase activity. purified bovine IAP, CDP-star luminescence, 30 min; stronger effect = higher value; fold of DMSO-control signal, blank-subtracted. activation factor at 20 µM. hit rate 0.17% among 200,000;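 active means activation factor of 2 or more at 20 µM, a signal rise over negative controls twice the positive control's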
PPARg SRC-1 ag: agonists of human PPARgamma SRC-1 coactivator recruitment; P37231; PPARgamma-SRC-1 coactivator recruitment biochemical assay; activation, % at 8 µM; hit rate 0.41% among 200,000; in the data active means activation above about 19%;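 further: 0% = DMSO and 100% = reference agonist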
TNAP act hiacc: increases human TNAP activity under high phosphate acceptor concentration; P05186; purified TNAP, CDP-star luminescence, 1 M DEA, 30 min; stronger effect = higher value; 0 = EDTA background, 1 = DMSO-only activity; activation factor at 20 µM; 200,000 tested, under 10 active; AID 1136;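 active means activation factor at least 2 at 20 µM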
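Assay system: human TNAP; Input: enzyme diluted 1/800 final; Reagent: CDP-star luminogenic substrate at 100 µM final; Timing: 30 min, room temperature; Signal: luminescence; Evaluation: TNAP activation factor scaled between EDTA and DMSO control wells.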
PPARg SRC3 recr: promotes SRC-3 coactivator recruitment by human PPARgamma. hit rate 0.26% among 200,000. activation, % at 8 µM. P37231. biochemical PPARgamma/SRC-3 coactivator recruitment assay; in the data active means activation above about 23%;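 further: 0% = DMSO and 100% = reference agonist; some compounds past the cut are filed as inactive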
The depositor's hits bear a star; · = not tested or not shown.

entry | SMILES | ROMK primary | PPARg SRC-2 ag | bIAP inh | STAT3 activator | STAT3 inh | STAT1 blocker | SRC2 TRFRET art | bIAP activator | PPARg SRC-1 ag | TNAP act hiacc | PPARg SRC3 recr
1 | COc1cc(NS(=O)(=O)c2ccc(NC(=S)NC(=O)c3ccco3)cc2)ncn1 | 0.25 | -7 | -5 | 100 | 5 | 0 | 1596 | 1 | 0 | 1.1 | -1
2 | CCOC(=O)CSCc1c(C#N)c2ccccc2n1C | · | 7 | 13 | 82 | 26 | 4 | 1476 | 0.9 | 0 | 1 | -3
3 | COc1ccccc1NC(=O)CC1Nc2ccccc2NC1=O (centres undefined) | -0.22 | -2 | -2 | 127 | -30 | 10 | 1555 | 1 | 6 | 1 | 2
4 | COc1ccc(CCNC(=O)COC(=O)Cc2cccc3ccccc23)cc1 | -1.7 | -3 | -13 | 109 | -10 | -1 | 1361 | 1.1 | 2 | 1.1 | -4
5 | CC1Oc2ccccc2N(CC(=O)Nc2ccc3c(c2)OCO3)C1=O (centres undefined) | · | 8 | 6 | 101 | 4 | 4 | 1657 | 0.9 | 17 | 1.1 | 7
6 | O=S1(=O)CCN(OCc2ccc(Cl)cc2)CC1 | -0.3 | 7 | -3 | 96 | 7 | -3 | 1741 | 1 | 2 | 1 | -1
7 | Cc1cccc(N2CN=c3s/c(=C\c4ccncc4)c(=O)n3C2)c1 | -0.11 | 6 | 6 | 105 | 2 | 2 | 1613 | 0.9 | 3 | 1.1 | 0
8 | CC(NC(=O)C(=O)N/N=C\c1cccc([N+](=O)[O-])c1)c1ccccc1 (centres undefined) | 0.74 | 9 | -10 | 93 | 11 | 2 | 1521 | 1.1 | -2 | 1.1 | 2
9 | CCN(CC)C(=O)n1nc(C)c(CN2C(=O)c3ccccc3C2=O)c1C | · | 6 | · | 83 | 23 | 16 | 1686 | · | 0 | · | 9
10 | O=C1c2ccccc2C(=O)N1Cc1cc(-c2ccccc2)no1 | · | 8 | -4 | 93 | 14 | 0 | 1641 | 1 | -2 | 1 | 2
11 | Oc1cc2c(cc1CN1CCN(c3cccc(C(F)(F)F)c3)CC1)CCC2 | · | -8 | 17 | 103 | 1 | 4 | 1601 | 0.8 | -3 | 1 | -6
12 | Clc1ccc(OCCn2ccnc2)c(Br)c1 | 0.016 | 8 | 3 | 103 | 2 | 6 | 1398 | 1 | 0 | 1.1 | 3
13 | Cc1ccc(S(=O)(=O)N2CCC(C(=O)N3CCC(C(=O)NCc4cccnc4)CC3)CC2)cc1 | · | 1 | -7 | 96 | 10 | 6 | 1696 | 1.1 | 4 | 1 | 4
14 | COc1cc(OC)c(NC(=O)c2ccc3c(SCC(=O)O)c4c(nc3c2)CCCC4)cc1Cl | 0.072 | -7 | 2 | 100 | 3 | 0 | 1655 | 1 | 1 | 1 | 1
15 | S=c1[nH]nc(-c2ccncc2)n1/N=C/c1cccc2ccccc12 | -0.4 | 2 | 24 | 103 | -5 | -1 | 1348 | 0.8 | 0 | 1 | 3
16 | COc1ccc(C(=O)NN=C(Cc2ccccc2)Cc2ccccc2)cc1OC | -0.48 | -6 | 0 | 98 | 1 | 17 | 1473 | 1 | -2 | 1 | 4
17 | COc1cccc(NC(=O)C2CCCN2C(=O)OCc2ccccc2)c1 (centres undefined) | -0.38 | 4 | -1 | 97 | 8 | 6 | 1709 | 1 | -1 | 1 | 5
18 | CN(C)c1ccc(NC(=S)NC(=O)/C=C/c2ccc(Cl)cc2)cc1 | · | 3 | 32 | 100 | 9 | -44 | 1521 | 0.7 | 5 | 1 | 13
19 | Cc1ccc(NC(=O)c2oc(=O)c3ccccc3c2-c2ccccc2)c(C)c1 | 0.7 | -1 | 17 | 98 | 0 | 3 | 1606 | 0.8 | 5 | 1 | -1
20 | CCN(CC)S(=O)(=O)c1ccc2nnn(O)c2c1 | 0.41 | 2 | -15 | 105 | -4 | -7 | 1736 | 1.2 | 6 | 1 | -7
21 | CC1(C)CC(=O)c2c(O)c(-c3ccccc3)c(=O)n(-c3ccccc3)c2C1 | -0.15 | -1 | 12 | 99 | 6 | -2 | 1528 | 0.9 | 10 | 1.1 | 2
22 | Cc1nn(C(C)C(=O)NCc2cccs2)c(C)c1[N+](=O)[O-] (centres undefined) | 0.61 | 4 | 0 | 93 | 10 | -4 | 1524 | 1 | 4 | 1 | 0
23 | O=C(COC(=O)C1(c2ccc(Cl)cc2)CCCC1)NC1CCS(=O)(=O)C1 (centres undefined) | · | 9 | 4 | 97 | 7 | 2 | 1679 | 1 | 0 | 1 | 9
24 | O=C(O)c1nn2c(c1Br)NC(c1ccccc1)CC2C(F)(F)F (centres undefined) | · | 0 | 2 | 103 | 0 | 2 | 1467 | 1 | -1 | 1 | -2
25 | Cc1ccc(NC(=S)NNC(=O)Cn2nc([N+](=O)[O-])cc2C)cc1 | · | 10 | -71 | 92 | 17 | 7 | 1589 | 1.7 | 10 | 1 | 11
26 | CCN(CC)c1ccc(C(=S)NCc2ccccc2)cc1 | · | 8 | -13 | 98 | 9 | 11 | 1652 | 1.1 | 3 | 1 | 6
27 | CCOc1ccc(NC(=O)C2CC(=O)OC2c2ccccc2)cc1 (centres undefined) | -1.3 | 2 | -11 | 97 | 8 | -4 | 1571 | 1.1 | -2 | 1.1 | 4
28 | Cc1ccc(NC(=O)CSc2ncccn2)cc1F | 1.6 | 6 | -7 | 97 | 9 | 1 | 1655 | 1.1 | 4 | 1 | 1
29 | COc1nc(-c2ccc(C)cc2)ccc1-c1noc(-c2ccco2)n1 | · | 4 | 16 | 112 | -12 | -16 | 1729 | 0.8 | 9 | 1.1 | 17
30 | CCOC(=O)c1[nH]nc(C(=O)c2ccc(Br)cc2)c1O | 0.87 | -2 | 7 | 90 | 14 | -5 | 1522 | 0.9 | 11 | 1.1 | 4
31 | CCSC1=C(C#N)C(c2ccc(Cl)cc2)C2=C(CCCC2=O)N1 (centres undefined) | 0.63 | 2 | 12 | 86 | 20 | -2 | 1383 | 0.9 | 3 | 1 | -4
32 | CC(C)(CO)N=Cc1c(O)[nH]c2ccccc12 | · | 19 | -2 | 142* | -42 | 5 | 1627 | 1 | 4 | 1 | 7
33 | COc1cccc(NC(=S)/C(=C(\[O-])c2ccc([N+](=O)[O-])cc2)[n+]2ccccc2)c1 | 1.1 | 8 | -30 | 100 | 5 | -7 | 1560 | 1.3 | 1 | 1 | 6
34 | Cc1ccc(-c2cc(C(=O)n3cnc4ccccc43)c3ccccc3n2)cc1C | 0.079 | 7 | -1 | 77 | 31 | -1 | 1756 | 1 | -1 | 1 | 10
35 | COc1ccc2sc(N3C(=O)CC(Cc4cccc(C)c4)C3=O)nc2c1 (centres undefined) | -1.8 | 5 | -2 | 96 | 10 | 6 | 1531 | 1 | 0 | 1.1 | 0
36 | Oc1ccc(N2CCN(Cc3ccc(OCCCN4CCCCC4)cc3)CC2)cc1 | 0.016 | 3 | -18 | 103 | 5 | 3 | 1599 | 1.2 | 9 | 1 | 2
37 | CC(=O)N(Cc1ccco1)C1(C(=O)NC2CCCC2)CCCCC1 | 0.7 | -1 | 2 | 116 | -23 | 0 | 1260 | 1 | -2 | 1 | -4
38 | CCCCn1c(O)c(/C=C2\C=NN=C2c2ccccc2)sc1=S | · | -15 | 34 | 109 | -11 | 2 | 1596 | 0.7 | -4 | 1 | 1
39 | COc1ccc(CCN(Cc2cc3ccc(C)cc3n3nnnc23)C(C)=O)cc1OC | -0.084 | 4 | 16 | 106 | 2 | -4 | 1601 | 0.8 | 0 | 1 | 6
40 | COc1ccc(C(=O)Nc2sc3c(c2C#N)CCN(C(C)=O)C3)cc1 | 1.8 | 2 | 8 | 71 | 37 | 19 | 1687 | 0.9 | 3 | 1 | 4
41 | CC/C(=N/O)C(=O)c1ccc(Br)cc1 | -1.6 | 7 | -9 | 88 | 21 | 0 | 1512 | 1.1 | 5 | 1 | -2
42 | COc1ccc(S(=O)(=O)N(C)CC(=O)Nc2ccccc2C(F)(F)F)cc1 | -0.015 | 9 | 11 | 99 | 4 | 1 | 1491 | 0.9 | 7 | 1 | 2
43 | CCOc1ccccc1N(CC(=O)Nc1ccccc1C(=O)OC)S(C)(=O)=O | · | -9 | 5 | 100 | 2 | 21 | 1686 | 1 | -6 | 1.1 | 5
44 | O=C(Oc1ccc(/C=N/Nc2nc(N3CCCCC3)nc(N3CCCCC3)n2)cc1)c1ccco1 | 0.9 | -5 | -3 | 97 | 6 | 5 | 1525 | 1 | -3 | 1 | 2
45 | CCOC(=O)c1cnc2nc(SC)nn2c1N | · | 7 | -7 | 90 | 15 | -3 | 1462 | 1.1 | 3 | 1 | 5
46 | COC(=O)C1=C(C)N(CCc2ccc(OC)c(OC)c2)C(=O)/C1=C\N(C)C | -0.87 | 5 | 3 | 101 | -1 | 0 | 1506 | 1 | 6 | 1 | 5
47 | O=C(Nc1c[nH]c(=O)[nH]c1=O)c1ccc([N+](=O)[O-])cc1 | 1 | 2 | 2 | 106 | -3 | -10 | 1402 | 1 | -10 | 1 | 0
48 | CCOC(=O)c1ccc(Nc2nc(C)cc(=O)[nH]2)cc1 | 0.035 | 11 | 2 | 94 | 12 | -5 | 1602 | 1 | -5 | 1 | 5
49 | Cn1c(CN2CCCCC2)nc2cc(NC(=O)c3ccc(F)cc3)ccc21 | -1.1 | 14 | -20 | 86 | 19 | -5 | 1687 | 1.2 | 11 | 1 | 12
50 | CCN(C(=O)CSc1nnc2ccccn12)C1CCS(=O)(=O)C1 (centres undefined) | 0.42 | -6 | 6 | 97 | 12 | 2 | 1694 | 0.9 | -7 | 1 | 8
51 | CCc1nn(-c2cc(Cl)ccc2OC)c2c1C(=O)CCC2 | 0.2 | -2 | 9 | 100 | 4 | 7 | 1507 | 0.9 | 1 | 1 | -6
52 | CCOC(=O)N1CCC(NC(=O)CCC(=O)c2ccccc2)CC1 | · | 2 | 1 | 104 | 2 | -3 | 1500 | 1 | -1 | 1 | -2
53 | CC(=O)Oc1c(-c2ccco2)oc2ccccc2c1=O | 1.4 | -5 | -2 | 108 | -1 | -11 | 1426 | 1 | -9 | 1 | -2

Profiles from above. Order of values: ROMK primary, PPARg SRC-2 ag, bIAP inh, STAT3 activator, STAT3 inh, STAT1 blocker, SRC2 TRFRET art, bIAP activator, PPARg SRC-1 ag, TNAP act hiacc, PPARg SRC3 recr
CCN(CC)S(=O)(=O)c1ccc2nnn(O)c2c1 across the screens: 0.41, 2, -15, 105, -4, -7, 1736, 1.2, 6, 1, -7
CCN(CC)c1ccc(C(=S)NCc2ccccc2)cc1 across the screens: ·, 8, -13, 98, 9, 11, 1652, 1.1, 3, 1, 6
COc1ccc(CCNC(=O)COC(=O)Cc2cccc3ccccc23)cc1 across the screens: -1.7, -3, -13, 109, -10, -1, 1361, 1.1, 2, 1.1, -4
